hgDAF-12 ag: H. glycines DAF-12 receptor agonists, primary screen, cell-based, luminescence, HEK293, GAL4 fusion, UAS-luciferase. 1.8% of 370,000 active. AID 687014, 2013. activation, % at 6.8 µM. HEK293 GAL4-hgDAF12 UAS-luciferase reporter, agonist luminescence; normalized to butyrate control;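 active means activation above a cutoff set at the mean of all screened compounds plus 3 SD, cut at about 10% in these data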;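 further: 0% = DMSO wells and 100% = sodium butyrate wells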
ADAM17 inh: ADAM17 inhibitors, primary screen, biochemical, QFRET; Disintegrin and metalloproteinase domain-containing protein 17 (Homo sapiens), P78536; recombinant ADAM17, EDANS/DABCYL FRET peptide cleavage; inhibition, % at 6.95 µM; 0.83% of 370,000 active; AID 720648, 2013;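 active means inhibition above the mean of compounds lying between control limits plus 3 SD, set per campaign, cut at about 8.5% in these data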;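 further: 0% = DMSO-only wells as the low control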
Target sequence (P78536 215-824 limits assumed): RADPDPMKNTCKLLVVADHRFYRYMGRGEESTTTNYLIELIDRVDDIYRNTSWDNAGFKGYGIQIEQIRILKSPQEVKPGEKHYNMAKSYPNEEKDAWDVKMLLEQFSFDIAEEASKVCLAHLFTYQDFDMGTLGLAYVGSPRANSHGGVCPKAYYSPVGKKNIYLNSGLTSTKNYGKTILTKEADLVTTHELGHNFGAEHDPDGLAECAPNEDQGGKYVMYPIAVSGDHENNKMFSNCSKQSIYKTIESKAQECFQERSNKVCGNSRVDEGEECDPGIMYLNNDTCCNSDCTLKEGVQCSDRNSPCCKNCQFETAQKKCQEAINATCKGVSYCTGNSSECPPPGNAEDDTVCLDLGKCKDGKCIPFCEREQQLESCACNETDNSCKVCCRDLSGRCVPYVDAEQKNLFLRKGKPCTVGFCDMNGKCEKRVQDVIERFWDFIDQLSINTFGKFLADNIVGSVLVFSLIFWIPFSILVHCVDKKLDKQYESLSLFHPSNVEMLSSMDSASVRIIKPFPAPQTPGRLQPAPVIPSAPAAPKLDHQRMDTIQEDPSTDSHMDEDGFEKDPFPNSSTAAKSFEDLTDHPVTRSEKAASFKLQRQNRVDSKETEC
PG9 Ab binder: binders of HIV-1 gp120 antibody PG9, primary screen, biochemical, TR-FRET. TR-FRET gp120-PG9 antibody binding. inhibition, % at 6.7 µM. 0.43% of 360,000 active. AID 624416, 2012; in the data active means inhibition above about 8.5%
ssDAF-12 act: S. stercoralis DAF-12 nuclear receptor activators, primary screen, cell-based, luminescence, HEK293, GRIP1 co-expression, lit1-tk-luc | activation, % at 6.8 µM | 1% of 370,000 active | HEK293 ssDAF-12/GRIP1 lit1-tk-luc reporter; % of 3 µM dafachronic acid response | AID 652126, 2013 | Nuclear hormone receptor DAF-12 (Strongyloides stercoralis);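 active means activation above the mean over all tested compounds plus 3 SD, cut at about 0.9% in these data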;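 further: 0% = DMSO-only wells and 100% = 3 µM delta7-dafachronic acid wells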
GAA850 FXN act: FXN promoter activators, primary screen, cell-based, luciferase luminescence, HEK293 lucGAA850. HEK293 lucGAA850 FXN promoter luciferase reporter, 24 h; percent of 10 µM SAHA response. activation, % at 6 µM. 0.56% of 360,000 active;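 active means activation above the average of all compounds screened plus 3 SD, cutoff fixed separately per campaign, cut at about 7.5% in these data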;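 further: 0% = DMSO wells and 100% = 10 µM SAHA wells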
hcDAF-12 act: H. contortus DAF-12 nuclear receptor activators, primary screen, cell-based, luminescence, HEK293, lit1-tk-luc reporter; AID 652067, 2013; 1.4% of 370,000 active; HEK293 hcDAF-12 lit1-tk-luc reporter; 0% DMSO, 100% Δ7-dafachronic acid; activation, % at 6.8 µM;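 active means activation above the mean of all tested compounds plus 3 SD, cut at about 5.5% in these data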;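 further: 100% = response to 3 µM Δ7-dafachronic acid high control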
ADAM10 inh: human ADAM10 inhibitors, primary screen, biochemical, QFRET, HTS. Disintegrin and metalloproteinase domain-containing protein 10 (Homo sapiens), O14672. recombinant ADAM10, EDANS/DABCYL FRET peptide cleavage, 3 h. inhibition, % at 7 µM. 0.62% of 370,000 active;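 active means inhibition above a per-campaign cutoff equal to the mean of compounds falling between control-based bounds plus 3 SD, cut at about 20% in these data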;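 further: 0% = DMSO wells while the 100% control is not disclosed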
DAX1 inh-1: DAX1 (NR0B1) inhibitors on StAR promoter, primary screen, cell-based, luminescence, SF-1 (NR5A1), full-length DAX-1. AID 652010, 2013. 1.1% of 370,000 active. inhibition, % at 6.8 µM. HEK293T StAR-luciferase reporter, SF-1/DAX-1 repression relief;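 active means inhibition above the mean over all tested compounds plus 3 SD, cut at about 3.6% in these data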;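 further: 0% = DAX-1 cells with DMSO and 100% = cells lacking DAX-1 with DMSO; higher inhibition means more luminescence from relief of DAX-1 repression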
GC-A act: GC-A stimulated cGMP production enhancers – HEK293 GC-A cells, cGMP TR-FRET, EC30 ANP, primary screen; activation, % at 10 µM; 0.14% of 370,000 active; AID 1671463, 2021; 0% at EC30 ANP, 100% saturating ANP; Atrial natriuretic peptide receptor 1 (Homo sapiens), P16066; in the data active means activation above about 40%
SMARCA2 activ: SMARCA2 (BRM) function activators, primary screen, cell-based, luminescence, high throughput. activation, % at 9.1 µM. 1% of 370,000 active. MG213 cells, MMTV-luciferase reporter, dexamethasone, overnight; in the data active means activation above about 7.8%;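 further: 0% = vehicle wells and 100% = reference activator wells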
DAX1 inh-2: DAX1 (NR0B1) inhibitors, primary screen, cell-based, HEK293, Gal4-DAX1, luciferase luminescence. Nuclear receptor subfamily 0 group B member 1 (Homo sapiens), P51843. HEK293 Gal4-DAX1 luciferase reporter. inhibition, % at 6.75 µM. 0.99% of 340,000 active. AID 504766, 2011;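 active means inhibition above the mean over all tested compounds plus 3 SD, cut at about 4.2% in these data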;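 further: 0% = DAX1-transfected cells with DMSO and 100% = empty-vector control cells with DMSO; inhibition shows as a rise in luminescence from relieved DAX1 repression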
Target sequence (P51843 207-470 limits assumed): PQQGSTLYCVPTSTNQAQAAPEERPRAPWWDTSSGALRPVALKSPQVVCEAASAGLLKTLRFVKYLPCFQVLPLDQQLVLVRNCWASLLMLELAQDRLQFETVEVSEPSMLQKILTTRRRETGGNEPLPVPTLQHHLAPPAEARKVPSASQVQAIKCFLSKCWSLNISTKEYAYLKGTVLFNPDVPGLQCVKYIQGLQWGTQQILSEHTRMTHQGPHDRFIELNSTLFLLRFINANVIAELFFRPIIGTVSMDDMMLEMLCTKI
* marks the source's active call; other numbers are inactive results; i = inactive; . = no result given. Random draw from the library; about 6.8% have a hit in one of these screens.

SMILES	hgDAF-12 ag	ADAM17 inh	PG9 Ab binder	ssDAF-12 act	GAA850 FXN act	hcDAF-12 act	ADAM10 inh	DAX1 inh-1	GC-A act	SMARCA2 activ	DAX1 inh-2
CCOC(=O)c1c(N/C=C(\C#N)c2nc(-c3ccc(OC(C)=O)cc3)cs2)sc2c1CCC2	-0.2	-7	-0.8	-1.3	1.3	-0.4	-1	-0.7	2	-4	2.6
COCCN(C(=O)COC(=O)c1ccccc1NCc1ccco1)c1c(N)n(Cc2ccccc2)c(=O)[nH]c1=O	0.2	i	2.9	-0.5	-1.2	0.2	i	-0.3	0	0	-0.8
O=C(NCCNC(=O)c1cc(F)cc(F)c1)c1cc(F)cc(F)c1	1.1	-3	-0.6	-0.7	-1.4	-0.6	5	0.1	2	-1	0.7
Cc1ccc(NC(=O)CSc2nnc(-c3cccnc3)s2)cc1	0.2	-4	-2.1	-0.2	1.6	1.9	0	-0.4	-8	-1	1.1
CC(=O)c1c(C)[nH]c(C(=O)CSc2nnc(-c3ccco3)o2)c1C	-7.6	0	-5.7	-1.8	3.2	-1.2	-1	-0.2	-1	-2	-2.0
COCCCNC(=S)NNC(=S)Nc1cccc(Cl)c1	2.5	-16	0.1	-1.2	3.8	4.1	4	0.4	2	1	.
COc1ccc(Oc2nc3c(c(=O)n(C)c(=O)n3C)n2Cc2cccc(OC)c2)cc1	1.0	-8	0.1	-0.9	1.1	-0.2	-12	0.1	-4	0	-0.9
COc1ccc2c(C)cc(Sc3nnnn3-c3ccccc3)nc2c1	-4.6	-15	-0.8	-1.6	1.1	-4.1	-55	-1.2	-15	0	-1.8
Cc1ccc(S(=O)(=O)NC(=O)c2cccc(C)c2)cc1	-0.9	3	-1.2	-1.2	-0.1	0.1	-8	-0.7	5	0	0.3
CC(=O)n1cc([C@H]2C=C(C(N)=O)O[C@@H](OCc3ccc(CO)cc3)C2)c2ccccc21	-0.1	-3	-1.9	-1.4	-0.2	1.1	-3	0.0	-3	0	-0.6
Cc1ccc(NS(=O)(=O)c2ccc(C(=O)N3CCCN(C)CC3)cc2)cc1	-0.2	-3	2.8	-1.1	1.2	-2.5	-1	-0.6	-4	-1	-1.8
Cn1cc([N+](=O)[O-])c(C(=O)NCc2cc3ccccc3[nH]2)n1	3.3	0	-1.9	1.8*	-0.2	2.8	-1	1.4	3	-1	0.9
Cc1ccc(OCCC(=O)OCC(=O)NC(=O)NC2CCCCC2)cc1	-2.7	9.0*	1.0	-0.8	1.7	-0.5	-11	-0.3	7	-1	1.6
COc1ccc(C(=O)N/C(=C/c2cccs2)C(=O)NCCCn2ccnc2)cc1OC	0.6	-2	-1.9	-0.3	0.4	-0.7	-1	0.3	3	-1	0.1
OCC1OCOC2C(CO)OCOC12 (stereo not drawn)	1.7	-3	-1.6	-1.3	0.7	0.8	-7	1.3	0	0	0.9
N#CC(C#N)=C1C=CC=CN1/C(=C\c1ccco1)C(=O)c1ccc(-c2ccccc2)cc1	-1.4	-7	-2.0	-0.3	6.9	2.2	-26	-0.1	25	1	-0.8
NC(=O)NC(=O)CSc1nc2cc([N+](=O)[O-])ccc2n1-c1cccc(C(F)(F)F)c1	0.6	0	0.9	-0.6	0.2	-1.2	8	-1.0	1	-1	0.9
COc1ccc(/C=C\C(=O)Oc2cccc(/C=N/NC(=O)Cc3ccc(OC)c(OC)c3)c2)cc1	2.8	0	-1.8	-0.6	4.7	4.6	-2	1.1	-6	4	3.9
COc1ccc(NC(=O)c2cccc([N+](=O)[O-])c2)cc1	6.1	0	0.4	-0.5	3.2	3.7	1	-0.6	3	4	0.6
Cc1ccc2c(c1C)C(=O)C(=O)N2	-3.0	2	-3.5	-0.6	1.6	-1.9	-12	-1.5	-6	-1	0.9
O=C(c1cc(S(=O)(=O)N2CCCC2)c(Cl)cc1Cl)N1CCCC1	-2.1	0	-0.7	-0.7	-0.7	-0.9	-2	-0.1	4	2	0.1
O=C(N/N=C/c1ccc(OC(=O)c2ccco2)cc1)c1ccncc1	3.9	-1	-0.9	-0.6	-1.2	0.6	-3	0.1	1	-2	-0.1
CCOc1ccc(CCNC(=O)Cn2nc(C)c3c(C)n(-c4ccccc4)nc3c2=O)cc1OCC	-0.6	1	-0.8	-1.4	-0.4	3.3	3	0.6	-5	4	0.1
CNc1ccc2ncc(-c3ccc(OC)c(OC)c3)n2n1	-0.4	-218	0.8	-1.9	-6.0	-2.6	i	2.5	0	-2	.
CC(C(=O)NCc1ccccc1)n1c(CSCCOc2ccccc2)nc2ccccc21 (stereo not drawn)	-2.2	-6	0.4	-0.8	.	-0.9	-17	-0.6	-19	-4	.

(listing goes on)
SMILES	hgDAF-12 ag	ADAM17 inh	PG9 Ab binder	ssDAF-12 act	GAA850 FXN act	hcDAF-12 act	ADAM10 inh	DAX1 inh-1	GC-A act	SMARCA2 activ	DAX1 inh-2
CCC(C)C(NC(=O)OC(C)(C)C)C(=O)NC(C)C(N)=O (stereo not drawn)	0.4	-2	-1.5	-0.4	1.6	0.1	-3	0.1	3	-2	-0.6
CC1C/C(=C\c2cccnc2)C(=O)/C(=C/c2cccnc2)C1 (stereo not drawn)	-13	0	0.7	-3.6	-14	-8.3	-15	-4.9	-9	-12	-5.8
O=C1C2C3C=CC(C4CC34)C2C(=O)N1/N=C/c1cccs1 (stereo not drawn)	6.0	1	-0.2	-0.9	2.9	-2.2	-4	0.1	0	-3	-0.4
O=C(Nc1ccccc1Cl)Nc1cccc2cccnc12	9.0	-2	-1.6	0.3	5.9	4.6	1	1.1	-1	3	2.6
COc1ccc(-c2noc(CCC(=O)N3CCN(c4cccc(C)c4C)CC3)n2)cc1	-0.2	9.3*	0.4	-1.5	-0.3	-0.9	9	1.4	-1	-4	-0.7
COc1ccc(NC(=O)c2ccc(OCc3c(C)noc3C)c(OC)c2)cn1	-1.5	-6	-0.1	-1.8	-0.1	-1.5	-4	-0.3	-4	-2	-1.6
O=C(NCC1CCCCC1)c1ccc2sc([C@H]3C[C@H](O)[C@@H](CO)O3)nc2c1	-1.2	1	1.9	-1.2	0.3	0.0	-9	-0.9	8	-5	.
COc1cc(NC(=O)Cc2ccc(OC)c(S(=O)(=O)N3CCOCC3)c2)c(OC)cc1Cl	5.6	-5	-1.8	-1.1	1.6	-1.2	-5	-0.7	-2	0	-0.4
Cc1nn(CCCC(=O)NCc2ccc(F)cc2)c(C)c1[N+](=O)[O-]	0.3	-1	0.2	-1.6	0.5	-0.1	0	0.5	-2	-2	1.1
CC(CC(=O)N1CCN(S(=O)(=O)c2ccccc2)CC1)n1cncn1 (stereo not drawn)	1.0	-1	1.3	-0.9	1.5	-1.3	-1	-0.1	1	1	1.8
CCC1(c2ccccc2)NC(=O)N(CC(=O)Nc2cc(S(=O)(=O)N3CCOCC3)ccc2OC(C)C)C1=O (stereo not drawn)	3.0	-8	2.1	-0.8	1.4	-0.9	6	2.0	-2	1	0.6
Cc1cc(OCC(O)CN2CCOCC2)cc(C)c1Cl (stereo not drawn)	-1.0	3	0.8	-0.8	1.9	1.6	-1	1.0	5	-1	0.2
COCCNC(=O)NC(=O)COC(=O)c1cccn1C	0.1	4	-1.9	-0.9	0.3	0.3	-8	0.0	3	-1	0.8
CSc1sc(C(=O)N2CCCCC2)c(-c2cccs2)c1C#N	-1.5	4	-1.4	-1.7	1.1	-2.6	0	0.5	-1	-1	.
COc1ccc(OC)c(Nc2nc(NCc3ccco3)nc(N)c2[N+](=O)[O-])c1	1.6	-2	0.8	-0.7	1.5	-0.3	-4	-0.7	10	-1	.
CN(CCCNC(=O)Cn1c(=O)c2cccn2c2ccccc21)Cc1ccccc1	0.7	0	0.4	-0.9	-0.2	-0.5	-10	0.4	-16	0	1.3
CC(=O)c1c(C)[nH]c(C(=O)OCC(=O)Nc2cc(C)on2)c1C	0.3	-1	-2.8	-0.9	1.4	-2.3	4	-0.8	-1	-4	1.4
FC(F)(F)c1ccccc1Cc1c(-c2cccc(Br)c2)nc2ccc(Cl)cn12	-0.9	2	1.0	-1.4	.	-1.2	-3	0.6	-1	-1	.
COc1ccccc1N(CC1CO1)S(=O)(=O)c1ccc(C)cc1 (stereo not drawn)	-0.8	-3	-1.1	-0.8	0.0	-0.7	-8	-0.2	1	-2	1.0
Clc1cccc(Cc2c(C3CCCCC3)nc3ccc(Br)cn23)c1	0.9	1	-0.2	-0.7	.	0.5	-6	-0.3	-1	5	.
COc1ccc(Br)cc1S(=O)(=O)N1CCCC1	0.9	-3	0.3	-0.5	0.9	-2.1	11	0.0	-4	-2	0.0
Cc1ccc(NC(=O)N2CCCc3ccccc32)cc1C	1.1	-4	-1.2	-0.9	0.8	2.0	6	-0.4	-3	3	0.7
CC(C)CCNC(=O)c1cc2c(s1)-c1ccccc1S(=O)(=O)C2	1.6	-19	-1.4	-1.6	2.5	-1.8	-63	-0.5	-5	3	-1.0
O=C(C1CCCO1)N1CCN(c2ccccn2)CC1 (stereo not drawn)	1.5	-10	-1.0	-0.6	0.9	0.0	-16	1.2	2	-5	-0.1
CCOC(=O)C1=C(N)OC2=C(C(=O)CC(C)(C)C2)C1c1cccnc1 (stereo not drawn)	2.5	-1	1.7	-1.6	-1.4	-1.4	4	-0.3	0	0	-0.3
Cn1nnnc1SC(C(=O)Nc1ccc(F)cc1)c1ccccc1 (stereo not drawn)	-0.3	1	-0.7	-2.2	1.7	-1.2	-6	-1.1	-6	-1	1.6
CC(=O)N(C)c1ccc(NC(=O)Nc2ccc(Cl)cc2)cc1	0.8	-1	-2.4	-1.4	0.0	-0.1	5	-0.4	-2	2	.
Cn1c(=O)c(-c2ccccc2N)nc2ccccc21	1.7	-2	-0.4	-0.5	2.1	6.3*	4	0.1	2	3	0.1
CN(C)c1ccc(CNC(=O)C2Cc3c(-c4ccccc4Oc4ccccc4)ccnc3O2)cc1 (stereo not drawn)	-1.5	7	0.8	-1.2	-0.8	-1.6	14	-0.6	-3	4	.
O=C(c1ccccc1)N1CCN(c2ccc(Cl)cc2)CC1	-1.9	-3	-0.1	-1.7	0.7	-2.3	-6	-1.2	1	0	-1.5

Source: PubChem
